DYRK1A inh – blocks rat Dyrk1A kinase activity; 310,000 tested, 0.43% active; inhibition, % at 12.5 µM; ADP-Glo luminescence, NFATc1 peptide; in the data active = inhibition above about 50%;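 also: plate controls were vehicle with enzyme for no effect and no enzyme for full effect; many of its hits are not listed in these tables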
GSK3 alpha inh – human GSK-3 alpha kinase inhibition | ADP-Glo luminescence, 60 min | 320,000 tested, 0.1% active | inhibition, % at 10 µM | P49840;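 in the data active = inhibition above about 50%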;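 also: GST-tagged GSK-3 alpha with peptide substrate and 25 µM ATP; 0% = DMSO neutral wells and 100% = GW8510 positive control wells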
Target sequence (P49840 whole entry, looked up): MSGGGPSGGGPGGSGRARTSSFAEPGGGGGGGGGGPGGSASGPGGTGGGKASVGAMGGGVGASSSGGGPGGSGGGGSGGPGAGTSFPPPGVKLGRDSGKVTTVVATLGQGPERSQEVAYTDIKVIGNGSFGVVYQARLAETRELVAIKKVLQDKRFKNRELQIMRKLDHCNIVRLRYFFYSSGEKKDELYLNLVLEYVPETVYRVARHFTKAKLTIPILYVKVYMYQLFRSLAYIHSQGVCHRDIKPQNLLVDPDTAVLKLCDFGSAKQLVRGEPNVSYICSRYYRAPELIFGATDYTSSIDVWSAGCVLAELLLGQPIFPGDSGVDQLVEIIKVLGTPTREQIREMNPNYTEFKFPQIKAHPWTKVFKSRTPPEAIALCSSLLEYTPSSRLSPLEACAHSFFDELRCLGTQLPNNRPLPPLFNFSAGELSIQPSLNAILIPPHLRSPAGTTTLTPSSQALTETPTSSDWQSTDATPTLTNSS
Numbers without * were called inactive.

DYRK1A inh	GSK3 alpha inh	Structure
4.2	-1.7	O=c1c2ccccc2nc2sc(Nc3ccc(F)cc3)nn12
-2.4	-1.9	CC1CN(C(=O)COC(=O)[C@@H](NC(=O)c2ccccc2Cl)C(C)C)CC(C)O1 (stereo not given in full)
5.5	-0.8	Cc1cc(NC(=O)COC(=O)c2c(Cl)cccc2Cl)no1
1.3	-0.1	COc1ccc(CC(=O)NNC(=O)c2ccccc2)cc1OC
-8.4	0.8	C#CCOCCOCCOCCNc1nc(N2CCOCC2)nc(N2CCN(C(=O)[C@H](CO)n3cc([C@@H](N)C(C)C)nn3)CC2)n1
-0.1	-3.6	CCCCN(C(=O)C1=NN(c2ccccc2)C(=O)CC1)c1c(N)n(CCC)c(=O)[nH]c1=O
13.7	-2.9	COc1ccc(NC(=O)N(C)C[C@H]2Oc3ccc(NS(=O)(=O)c4c(C)noc4C)cc3C(=O)N([C@H](C)CO)C[C@@H]2C)cc1
-3.5	-3.6	O=C(NCc1ccco1)c1cc(-c2ccccc2)nn1CC1CC(c2cccc([N+](=O)[O-])c2)=NO1 (stereo not given)
4.1	1.9	Cc1nnc(NC(=O)C2CCN(S(=O)(=O)c3cc([N+](=O)[O-])ccc3Cl)CC2)o1
5.4	-2.2	COc1ccc(NC(=O)N(C)C[C@H]2Oc3c(NS(=O)(=O)c4ccc(F)cc4)cccc3C(=O)N([C@H](C)CO)C[C@@H]2C)cc1
-9.4	-1.2	O=c1oc2ccc(C#CC3(O)CCCCC3)cc2cc1-n1cc(-c2ccsc2)nn1
-2.4	-1.7	C[C@H](CO)N1C[C@H](C)[C@@H](CN(C)C(=O)NC2CCCCC2)Oc2ccc(NC(=O)c3ccncc3)cc2C1=O
2.5	-0.6	O=C1C=C(c2ccnc3cc(Cl)ccc23)C[C@@H](c2ccc3c(c2)OCO3)C1
4.6	-0.7	COc1ccccc1-c1sc2ccccc2c1C#CC1(O)CCCCC1
-4.8	2.2	Cc1cccc(OC(C)C(=O)Nc2cc(S(=O)(=O)N3CCCCC3)ccc2C)c1 (stereo not given)
-10.2	5.8	NC(=O)c1ccc(Cn2c(C(=O)c3cc(Cl)c(N)c(Cl)c3)c3ccccc3[n+]2[O-])cc1
-0.6	-2.0	CSc1ncccc1C(=O)Nc1cccc(S(=O)(=O)N(C)c2ccccc2)c1
-1.9	-3.2	O=C(C[C@@H]1C/C=C\CCCC(=O)OC[C@@H]2CCCN2C1=O)N[C@@H](CO)Cc1ccccc1
2.3	0.7	CCOc1ccc(CCNC(=O)CCC(=O)c2cccs2)cc1OCC
5.9	2.1	O=C(CN1CCN(c2ccc(O)cc2)CC1)NCC(=O)Nc1ccc(F)c(F)c1F
0.2	-0.9	COC(=O)[C@@H]1OC(=O)[C@H]2O[C@@]23[C@@]1(C)CC[C@@H]1[C@@]2(C)C=CC(=O)OC(C)(C)[C@@H]2CC(=O)[C@]13C
-1.9	-0.2	C[C@H]1CN([C@@H](C)CO)C(=O)c2cccc(NC(=O)C3CC3)c2O[C@H]1CN(C)Cc1ccncc1
8.3	-5.6	CN(CC(=O)NCC1COc2ccccc2O1)S(=O)(=O)c1ccc(Cl)cc1 (stereo not given)
2.1	0.1	C[C@@]12C(=O)Nc3cc(Cl)ccc3C(=O)N1[C@H]1c3cc(Br)ccc3OC[C@@H]1[C@@H]2c1ccccc1
-4.3	-4.8	O=C(CC1CCCC1)Nc1cc(S(=O)(=O)N2CCOCC2)ccc1O
22.0	3.2	CC[C@]12CCCN3CCc4c(n(c5ccccc45)C(=O)C1)[C@@H]32
1.4	2.7	C[N+](C)(C)CCOC(N)=O
9.4	-1.6	NC(=O)c1cccc(-c2noc(-c3ccccc3F)n2)c1
-0.1	-0.8	Cn1ccnc1SCC(=O)NCC(=O)Nc1ccc(F)c(F)c1F
4.1	-3.2	COc1ccc(C[C@H](N)C(=O)N[C@H]2[C@@H](O)[C@H](n3cnc4c(N(C)C)ncnc43)O[C@@H]2CO)cc1
-5.3	-4.5	CSCCC(NC(=O)c1ccc(Cl)cc1Cl)C(=O)NNC(=O)c1ccncc1 (stereo not given)
1.2	-1.1	CN(CC(=O)NCc1ccco1)CC(=O)Nc1ccc(F)c(F)c1F
-1.8	-1.3	O=C(COC(=O)Cc1ccsc1)Nc1ccc(Cl)cc1F
1.2	-0.7	COc1cc(C(=O)NNC(=O)CN2C(=O)NC(C)(c3ccc(C)cc3)C2=O)cc(OC)c1OC (stereo not given)
-1.8	0.7	C[C@H](CO)N1C[C@H](C)[C@@H](CN(C)Cc2ccc(C(=O)O)cc2)Oc2ccc(NS(=O)(=O)c3cn(C)cn3)cc2C1=O
2.4	-0.5	O=C(COC(=O)c1c(Cl)cccc1Cl)Nc1cccc(S(=O)(=O)NC2=NCCCCC2)c1
-1.8	-1.5	CCCc1ccc(-c2csc(NC(=O)C3=COCCO3)n2)cc1
1.3	15.8	Cc1noc(C)c1CSCC(=O)Nc1cc(C(F)(F)F)ccc1N1CCOCC1
-1.4	-0.8	Fc1ccc2cc(-c3ccccc3F)ncc2c1
5.9	-1.0	COc1ccc(Cl)cc1-c1nc(SCC(=O)NCC2CCCO2)n[nH]1 (stereo not given)
-7.3	0.2	O=C(COC(=O)CNC(=O)C1CCCCC1)Nc1cccc(F)c1
8.0	1.5	C[C@H](CO)N1C[C@H](C)[C@@H](CN(C)S(=O)(=O)c2cccs2)Oc2c(NC(=O)Nc3ccc4c(c3)OCO4)cccc2C1=O
2.7	-0.3	CCCCN(C(=O)CSc1nc2ccccc2s1)c1c(N)n(CCCC)c(=O)[nH]c1=O
1.1	-0.9	COc1ccc(Cl)cc1NC(=O)CN(C)CC(=O)NCc1cccs1
0.4	0.0	CCc1sc(C(=O)Nc2ccc(N3CCOCC3)cc2)cc1C
-1.2	1.3	Cn1nnnc1SCC(=O)Nc1cccc(S(=O)(=O)N2CCCCC2)c1
-3.1	6.0	CCOC(=O)[C@H]1[C@H]2COc3ccccc3[C@@H]2N2C(=O)c3cc(F)ccc3NC(=O)[C@@]12C
5.5	8.0	CCOCc1c(C(=O)N2CCN(Cc3ccc(Br)s3)CC2)oc2ccccc12
-6.6	1.1	CCOc1ccc(NC(=O)CN2C(=O)NC3(CCCCCC3)C2=O)cc1
-3.9	-0.3	O=C(c1cnccn1)N1CCN(S(=O)(=O)c2cccc(Cl)c2)CC1
-2.6	-1.5	COc1cc(C(=O)NC(C)c2cc(C)ccc2C)ccc1OCC(=O)N1CCOCC1 (stereo not given)
3.1	-0.4	Cc1c(C(=O)OCc2nnc(-c3ccccc3)o2)oc2ccccc12
1.3	-4.9	O=C(O)C1=CC[C@@H](c2ccc(Cl)cc2)N(S(=O)(=O)c2ccc(Cl)cc2)C1
-3.3	-1.2	O=C(COC(=O)c1cncc(Br)c1)NCc1cccs1
-3.3	-0.5	CN(CC(=O)Nc1cccc(F)c1)CC(=O)N(C)c1c(N)n(Cc2ccccc2)c(=O)[nH]c1=O
-2.6	-30.7	COc1ccc(S(=O)(=O)N2CCOCC2)cc1NC(=O)CSc1nc(C)c(C)c(C)n1

(more compounds)
DYRK1A inh	GSK3 alpha inh	Structure
2.6	1.6	CC(C)c1cccc(C(C)C)c1OC(=O)[C@H]1OC(C(C)(C)C)=C[C@@H]1c1ccccc1
-3.7	-1.5	COc1ccc(-c2oc(=O)c3cc(OC)c(OC)cc3c2/C=C/c2ccc(OC(C)=O)cc2)cc1
-0.5	-2.2	O=C(COC(=O)CNC(=O)c1cc(Cl)cc([N+](=O)[O-])c1)NC(=O)NCc1ccco1
1.3	7.3	CCOCCn1c(C)c(C(=O)OCC)c2cc(O)c3ccccc3c21
5.8	3.4	NC(=O)c1ccc(SCC(=O)OCC(=O)NCc2cccs2)c([N+](=O)[O-])c1
2.3	2.0	O=C(COC(=O)c1ccccn1)NNC(=O)c1ccc(Br)cc1
6.8	-1.7	O=C(COc1ccc(F)cc1Br)NCC1COc2ccccc2O1 (stereo not given)
8.1	-0.2	COc1ccc(NC(=O)Nc2ccc3c(c2)C(=O)N([C@H](C)CO)C[C@H](C)[C@@H](CN(C)C(=O)Nc2ccc(OC)cc2)O3)cc1
-3.0	-2.5	COc1ccc(N2C(=O)CC(N3CCN(S(=O)(=O)c4c(C)cc(C)cc4C)CC3)C2=O)cc1 (stereo not given)
10.2	-2.6	CC(NC(=O)COC(=O)COc1ccc(Cl)cc1)c1ccccc1 (stereo not given)
-3.5	-0.9	C[C@@H]1COC(=O)[C@H](NC(=O)OCC2c3ccccc3-c3ccccc32)C/C=C\C[C@@H](CC(=O)N(CCO)Cc2ccccc2)C(=O)N1
5.2	10.3	COc1ccc(NC(=O)N(C)C[C@H]2Oc3c(NS(=O)(=O)c4cccs4)cccc3C(=O)N([C@H](C)CO)C[C@@H]2C)cc1
5.3	-1.1	CCOc1ccccc1NC(=O)c1ccc(S(=O)(=O)N(C)c2ccccc2)cc1
3.7	-0.7	C#CCCc1cocc1/C=[N+](\[O-])c1ccc(C(=O)OCC)cc1
-2.0	3.8	Cc1ccc(C(=O)NNC(=O)c2cc(C)nc3ccccc23)cc1
1.9	-3.0	CCc1ccccc1OCC(=O)NNCC(=O)Nc1cccc(C#N)c1
-2.2	-3.8	CC(NC(=O)c1cccc(S(=O)(=O)N(C)c2ccccc2)c1)c1cccnc1 (stereo not given)
0.4	-1.1	COc1cc(-c2noc(C)c2C(=O)NCCc2ccccc2)cc(OC)c1OC
-0.6	-0.9	O=C(Nc1ccc(Cl)cc1)C1(S(=O)(=O)c2ccccc2)CC1
0.9	-2.6	CCN(CC(=O)Nc1ccc2c(c1)OCCO2)C(=O)CCOc1ccccc1
1.1	0.3	C[C@]12c3[nH]c4ccccc4c3CCN1C(=O)C(CC(=O)NCC13CC4CC(CC(C4)C1)C3)C[C@@H]2C(=O)N1CCCCC1 (stereo not given in full)
0.6	-1.0	O=C(CSc1ccccc1C(=O)O)Nc1ccc2c(c1)OCO2
-1.6	-5.7	O=C(CCNC(=O)c1ccco1)NCCc1c[nH]c2ccccc12
-4.6	-1.1	Cc1nc(SCc2nc3ccccc3[nH]2)c2oc3ccc(Br)cc3c2n1
-2.2	-0.3	CCn1cnnc1SCC(=O)c1c(N)n(C2CC2)c(=O)[nH]c1=O
1.7	-2.1	CCN(C[C@H]1N[C@@](Cc2ccccc2)(C(=O)OC)[C@H]2C(=O)N(Cc3ccccc3)C(=O)[C@@H]12)C(=O)COc1ccccc1
-10.1	-0.2	COc1ccc2c(c1)OC[C@H]1[C@H]2N2C(=O)c3cc(F)ccc3NC(=O)[C@@]2(C)[C@H]1c1ccccc1
-5.0	-0.1	Cc1ccc(S(=O)(=O)N(C)C)cc1NC(=O)c1ccc(-n2cncn2)c([N+](=O)[O-])c1
-0.6	-2.1	Cc1ccc(C)c(NC(=O)CN(C)C(C)C(=O)N2CCCC2)c1 (stereo not given)

As a short view, 17 of the compounds above.
DYRK1A inh	GSK3 alpha inh	Structure
5.3	-1.1	CCOc1ccccc1NC(=O)c1ccc(S(=O)(=O)N(C)c2ccccc2)cc1
3.7	-0.7	C#CCCc1cocc1/C=[N+](\[O-])c1ccc(C(=O)OCC)cc1
-2.0	3.8	Cc1ccc(C(=O)NNC(=O)c2cc(C)nc3ccccc23)cc1
1.9	-3.0	CCc1ccccc1OCC(=O)NNCC(=O)Nc1cccc(C#N)c1
-2.2	-3.8	CC(NC(=O)c1cccc(S(=O)(=O)N(C)c2ccccc2)c1)c1cccnc1 (stereo not given)
0.4	-1.1	COc1cc(-c2noc(C)c2C(=O)NCCc2ccccc2)cc(OC)c1OC
-0.6	-0.9	O=C(Nc1ccc(Cl)cc1)C1(S(=O)(=O)c2ccccc2)CC1
0.9	-2.6	CCN(CC(=O)Nc1ccc2c(c1)OCCO2)C(=O)CCOc1ccccc1
1.1	0.3	C[C@]12c3[nH]c4ccccc4c3CCN1C(=O)C(CC(=O)NCC13CC4CC(CC(C4)C1)C3)C[C@@H]2C(=O)N1CCCCC1 (stereo not given in full)
0.6	-1.0	O=C(CSc1ccccc1C(=O)O)Nc1ccc2c(c1)OCO2
-1.6	-5.7	O=C(CCNC(=O)c1ccco1)NCCc1c[nH]c2ccccc12
-4.6	-1.1	Cc1nc(SCc2nc3ccccc3[nH]2)c2oc3ccc(Br)cc3c2n1
-2.2	-0.3	CCn1cnnc1SCC(=O)c1c(N)n(C2CC2)c(=O)[nH]c1=O
1.7	-2.1	CCN(C[C@H]1N[C@@](Cc2ccccc2)(C(=O)OC)[C@H]2C(=O)N(Cc3ccccc3)C(=O)[C@@H]12)C(=O)COc1ccccc1
-10.1	-0.2	COc1ccc2c(c1)OC[C@H]1[C@H]2N2C(=O)c3cc(F)ccc3NC(=O)[C@@]2(C)[C@H]1c1ccccc1
-5.0	-0.1	Cc1ccc(S(=O)(=O)N(C)C)cc1NC(=O)c1ccc(-n2cncn2)c([N+](=O)[O-])c1
-0.6	-2.1	Cc1ccc(C)c(NC(=O)CN(C)C(C)C(=O)N2CCCC2)c1 (stereo not given)

Assay outcomes (PubChem BioAssay)

Only part of the results is shown; count on the stated rates, not on these rows.
